# Screening data (PubChem)
# PLK1 PBD inh: inhibitors of human PLK1 polo-box domain binding; Plk1 PBD binding of FITC phosphopeptide, fluorescence polarization; Potency, µM, inactives show max response, negative = inhibition, actives largely listed as inhibitors; actives 2.8% (n = 360,000); further: potency means the concentration at half of the fitted maximal effect; series mostly up to about 57 µM; on the % scale 0 is the no-effect control and ±100 the full control effect; nearly all actives have a fitted effect of over 65% in size
# GLP-1R agonist: agonists of human GLP-1 receptor. HEK293 GLP-1R CRE-luciferase, luminescence, 4-6 h; cells express a hypersensitive GLP-1R form. Potency, µM (highest dose often 45.6 µM), inactives show at the top dose activation, actives largely listed as activators. actives 0.007% (n = 380,000); further: potency means the concentration at half of the fitted maximal effect; % of control where 0% means no effect
# D3 ag: D3 dopamine receptor (human) agonism | max activation, % | D3R DiscoveRx beta-arrestin cells, luminescence, 90 min | P35462 | actives 0.58% (n = 410,000); in the data active means max activation above about 30%; further: 0% is about no effect; mostly tested at two doses, the higher about 12 µM
# Target sequence (P35462 whole entry, looked up): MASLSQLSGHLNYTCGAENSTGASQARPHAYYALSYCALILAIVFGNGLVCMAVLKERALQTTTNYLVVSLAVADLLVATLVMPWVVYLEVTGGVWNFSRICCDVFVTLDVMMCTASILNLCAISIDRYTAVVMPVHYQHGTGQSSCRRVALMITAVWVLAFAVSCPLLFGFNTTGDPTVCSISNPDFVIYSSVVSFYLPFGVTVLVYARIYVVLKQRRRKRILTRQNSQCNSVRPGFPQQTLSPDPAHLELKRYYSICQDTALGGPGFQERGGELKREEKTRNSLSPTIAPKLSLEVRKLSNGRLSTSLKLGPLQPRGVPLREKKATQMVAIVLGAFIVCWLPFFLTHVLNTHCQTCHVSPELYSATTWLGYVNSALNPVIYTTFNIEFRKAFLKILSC
#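 Agonist-mode cell screen: cells plated at 1500/well and incubated overnight at 37 °C, then exposed to library compounds for 90 min at 37 °C. Detection reagent was added for 30–60 min at room temperature, and luminescence was read.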
# DRD3 antagonist: D3 dopamine receptor (human) antagonism. P35462. D3R cells, DiscoveRx beta-arrestin luminescence, antagonist mode; hits give low values. max response, negative = inhibition, %. actives 2.5% (n = 360,000). AID 652054; in the data active means max response below about -50%; inconclusive means no clear call, values can overlap the other calls; further: on the % scale 0 is the no-effect control and ±100 the full control effect; mostly tested at two doses, the higher about 12 µM
#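 Cells expressing the human receptor were seeded at 1500 cells/well, incubated overnight at 37 degrees C in 5% CO2, then exposed to library compounds with dopamine controls for 90 minutes at 37 degrees C before luminescent detection.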
# WRN helicase inh: inhibitors of human WRN helicase; Q14191; AID 651768; Potency, µM (series often up to 114 µM), inactives show at the top dose activity change, negative = inhibition, usual class: inhibitors; WRN helicase unwinding, fluorescent forked duplex, kinetic; actives 0.46% (n = 360,000); further: potency means the concentration at half of the fitted maximal effect; on the % scale 0 is the no-effect control and ±100 the full control effect; nearly all actives have a fitted effect of over 55% in size
#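 WRN at 20 nM final preincubated with compound 15 min at room temperature; reaction started with 100 nM fluorophore/quencher forked duplex oligonucleotide and 2 mM ATP final. Unwinding followed kinetically by red fluorescence (ex 525, em 598 nm).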
# GLP1R inv ag: inverse agonists of human GLP-1 receptor. P43220. HEK293 GLP-1R CRE-luciferase, luminescence, 24 h; GLP-1R form is constitutively active. Potency, µM (series often up to 38.3 µM), inactives show at the highest dose activity change, negative = inhibition, usual class: inhibitors. actives 1.6% (n = 410,000). AID 624417; further: potency means the concentration at half of the fitted maximal effect; on the % scale 0 is the no-effect control and ±100 the full control effect; nearly all actives have a fitted effect of over 55% in size
#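 Stable HEK293 clone (constitutively active GLP-1R + cAMP-response luciferase); 200 cells/uL plated, 12 h pre-culture, compound 24 hr, 37 deg C/5% CO2; detection reagent 12 min RT; luminescence.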
# HEK293 tox: cytotoxicity in counter-screen for GLP-1R inverse agonists; HEK293 cAMP-luciferase reporter cells, luminescence, 24 h; Potency, µM (doses to about 38.3 µM), without a hit: top-dose activity change, negative = inhibition, actives largely listed as inhibitors; AID 624418; actives 0.13% (n = 410,000);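 further: loss of luciferase light is scored as toxicity; potency means the concentration at half of the fitted maximal effect; on the % scale 0 is the no-effect control and ±100 the full control effect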
#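 Cells in DMEM/10% Nu serum/1% pen-strep, 1536-well format. Pre-incubated 12 h, dosed with 23 nL compound, incubated a further 24 h. Luciferase detection, 12 min at room temp, luminescence.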
# IL-2 act: activators of IL-2. IL-2 activation reporter assay, cell-based qHTS; stimulated with anti-CD3/CD4/CD28 beads; in transgenic mouse T cells. activation, % (series mostly up to about 46 µM). actives 0.065% (n = 360,000). AID 652025; in the data active means activation above about 50%; inconclusive means mostly about 30% to 49%; further: 0% is about no effect
#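 Unstimulated transgenic mouse T cells preincubated 60 min with compound, then stimulated with anti-CD3/anti-CD4-coated beads plus anti-CD28 for 18 h at 37 degrees C. IL-2 response read as EGFP and DsRed fluorescence by plate cytometry.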
# PI5P4K alpha inh: PI5P4K alpha (human) kinase inhibition; P48426; PI5P4Kalpha enzyme, ADP-Glo luminescence, 60 min; hits give low values; max response, %; actives 1.2% (n = 330,000); AID 652105; active means max response of -50% or lower; inconclusive means between -30% and -50%; inactive means -30% or higher; further: value at the top dose of about 77 µM; on the % scale 0 is the no-effect control and ±100 the full control effect
# Target sequence (P48426 whole entry, looked up): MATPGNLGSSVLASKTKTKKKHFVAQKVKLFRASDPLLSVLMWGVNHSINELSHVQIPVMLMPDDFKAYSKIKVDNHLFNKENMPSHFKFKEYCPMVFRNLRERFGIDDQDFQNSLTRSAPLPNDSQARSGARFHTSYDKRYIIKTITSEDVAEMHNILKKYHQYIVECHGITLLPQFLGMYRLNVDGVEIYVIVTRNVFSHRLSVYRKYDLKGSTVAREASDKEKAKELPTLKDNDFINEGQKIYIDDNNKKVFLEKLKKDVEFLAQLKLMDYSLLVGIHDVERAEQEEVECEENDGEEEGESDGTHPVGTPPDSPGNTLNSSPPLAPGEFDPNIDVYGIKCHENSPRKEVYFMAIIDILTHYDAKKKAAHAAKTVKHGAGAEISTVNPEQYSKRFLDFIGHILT
#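 Enzyme plus substrate dispensed, test compounds pinned in, then ATP (5 microM final) added. After 60 min at RT, ADP-Glo reagent 1 for 45 min and reagent 2 for 30 min preceded luminescence imaging.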
# * marks the source's active call; other numbers are inactive results; ? = inconclusive; . = no result given; & = joins results of further samples; [ ] = remark or other dose. Unless noted, the call rests on the fitted dose curve; in most records, active means well fitted curve in the direction sought with a large enough effect; inconclusive means small, poorly fitted or top-dose-only effect, or another doubt; inactive means no such curve, though single readings can be large; an effect the other way counts as inactive or inconclusive.
1. COC(=O)c1ccc(C(NC(=O)OCc2ccccc2)/C(F)=C/[C@@H](C)C(=O)NCc2ccc(-c3ccccc3)cc2)cc1 (stereo not given in full)
2. CCOC(=O)C(CCCCCOc1ccccc1[N+](=O)[O-])C(=O)OCC
3. O=C(Nc1cccc2ccccc12)c1ccc([N+](=O)[O-])s1
4. COCCN(C(=O)c1ccc(N2CCCC2=O)cc1)c1c(N)n(CC(C)C)c(=O)[nH]c1=O
5. NC(=O)c1ccc2c(=O)c(O)c(-c3cc(Cl)c(N)c(Cl)c3)[nH]c2c1

entry no.,1,2,3,4,5
PLK1 PBD inh,-11%,-16%,-8%,-5%,-9%
GLP-1R agonist,5%,-2%,-8%,-12%,0%
D3 ag,13,-2,-1,-7,6
DRD3 antagonist,3,7,-26,22,?
WRN helicase inh,5%,-6%,-2%,9%,?
GLP1R inv ag,9%,?,-10%,3%,8%
HEK293 tox,-13%,8%,-21%,10%,26%
IL-2 act,-0.2,-0.7,-2.1,-1.1,0.7
PI5P4K alpha inh,3,-5,7,-6,-6

6. CN(c1ccccc1)S(=O)(=O)c1ccc(C(=O)NCc2ccc(F)cc2)cc1
7. CCOC(=O)Cn1c(=O)oc2cc(S(=O)(=O)N(C)Cc3ccccc3)ccc21
8. O=C(Cc1ccc(Br)cc1)Nc1ccc(S(=O)(=O)Nc2ncccn2)cc1
9. COc1ccc(-c2cc3cc(OC)c(OC)cc3cn2)cc1
10. O=C(CCCCCNC(=O)c1ccccc1)N/N=C/c1ccc(O)cc1O

entry no.,6,7,8,9,10
PLK1 PBD inh,-1%,-18%,-15%,-14%,-9%
GLP-1R agonist,9%,-1%,-8%,?,0%
D3 ag,-3,8,-5,4,-13
DRD3 antagonist,-29,25,-6,0,-30
WRN helicase inh,-4%,6%,-33%,12%,-10%
GLP1R inv ag,?,-2%,4%,-2%,?
HEK293 tox,-1%,-2%,-4%,-23%,14%
IL-2 act,-0.1,-0.1,0.1,-2.7,-3.4
PI5P4K alpha inh,-4,2,-2,2,-5

# Single records, from the list above.
# O=C(CCCCCNC(=O)c1ccccc1)N/N=C/c1ccc(O)cc1O is entered as PLK1 PBD inh = -9%; GLP-1R agonist = 0%; D3 ag = -13; DRD3 antagonist = -30; WRN helicase inh = -10%; GLP1R inv ag = ?; HEK293 tox = 14%; IL-2 act = -3.4; PI5P4K alpha inh = -5
# CCOC(=O)Cn1c(=O)oc2cc(S(=O)(=O)N(C)Cc3ccccc3)ccc21 is entered as PLK1 PBD inh = -18%; GLP-1R agonist = -1%; D3 ag = 8; DRD3 antagonist = 25; WRN helicase inh = 6%; GLP1R inv ag = -2%; HEK293 tox = -2%; IL-2 act = -0.1; PI5P4K alpha inh = 2

# Next entries:
11. COc1ccc(OC)c(Nc2nc(-c3cccs3)cs2)c1
12. COc1ccccc1CCC(=O)Nc1ccc(OC)c(S(=O)(=O)N2CCCCC2)c1
13. CC(C)(C)C(=O)Nc1cccc(C(=O)c2cccc(NC(=O)C(C)(C)C)c2)c1
14. Cc1ccc(Cn2c(CO)cnc2SCc2cccc(F)c2)cc1
15. CC1(C(=O)NS(=O)(=O)C2CC2)CCCN(C(=O)c2cccnc2Oc2ccccc2)C1 (stereo not given)

entry no.,11,12,13,14,15
PLK1 PBD inh,-15%,-1%,24µM*,.,-1%
GLP-1R agonist,17%,6%,1%,-5%,-2%
D3 ag,-8,13,3,4,4
DRD3 antagonist,6,-9,-2,.,-21
WRN helicase inh,-15%,-11%,3%,.,2%
GLP1R inv ag,?,?,?,-33%,-2%
HEK293 tox,-28%,-13%,-25%,2%,5%
IL-2 act,-2.2,-0.9,-1.8,.,-0.2
PI5P4K alpha inh,.,-2,-1,.,-6

16. Cc1[nH]c(=O)[nH]c(=O)c1CSc1nnc([C@H](CC(C)C)NC(=O)OC(C)(C)C)o1
17. Cc1cccc(N(C(=O)Cn2nnc3ccccc32)C(C(=O)NCc2ccco2)c2ccncc2)c1 (stereo not given)
18. COc1ccc(CCN(C)S(=O)(=O)c2cn(C)c(=O)n(C)c2=O)cc1OC
19. CCOC(=O)[C@@H]1[C@H]2COc3cc(OC)ccc3[C@H]2N2C(=O)N(c3ccccc3)C(=O)[C@]12C
20. O/N=C(/c1ccccc1)c1cc2cc(Br)cc(Br)c2o1

entry no.,16,17,18,19,20
PLK1 PBD inh,-6%,-10%,-7%,-10%,-10%
GLP-1R agonist,7%,5%,-1%,3%,16%
D3 ag,2,-10,-17,-11,10
DRD3 antagonist,30,0,-17,-11,16
WRN helicase inh,0%,1%,-2%,-5%,-4%
GLP1R inv ag,5%,-9%,3%,-3%,1%
HEK293 tox,-18%,13%,-2%,-28%,-17%
IL-2 act,-0.2,-0.5,4.3,-0.3,-6.8
PI5P4K alpha inh,-2,3,1,6,18

21. Cc1ccc(OCC(O)CN2CC3(C)CC2CC(C)(C)C3)cc1 (stereo not given)
22. Cc1ccccc1CN(C)CC(=O)Nc1cccc(S(=O)(=O)N(C)c2ccccc2)c1
23. CCCc1ccc(C(O)c2ncc(-c3cccc(F)c3)[nH]2)cc1 (stereo not given)
24. O=C(NCCNC(=O)C(F)(F)F)c1ccncc1
25. COc1ccc(COC(=O)C2CCN(S(=O)(=O)c3ccc(F)cc3)CC2)cc1

entry no.,21,22,23,24,25
PLK1 PBD inh,-6%,27µM*,-1%,-6%,-4%
GLP-1R agonist,-3%,12%,-2%,-3%,8%
D3 ag,-6,-15,-1,3,7
DRD3 antagonist,5,?,18,8,-11
WRN helicase inh,-11%,-8%,-6%,5%,-10%
GLP1R inv ag,?,?,?,3%,-19%
HEK293 tox,-16%,-2%,-3%,2%,5%
IL-2 act,0.0,-0.9,0.3,0.1,-0.2
PI5P4K alpha inh,-4,4,9,.,5

26. O=C(NNC(=O)c1cc(C(F)(F)F)cc(C(F)(F)F)c1)c1ccc(Cl)cc1
27. Cc1ccc(S(=O)(=O)N2CCc3c2cc([N+](=O)[O-])cc3[N+](=O)[O-])cc1
28. CCOc1ccc(C(CC(=O)O)N2Cc3ccccc3C2=O)cc1OC (stereo not given)
29. CC(=O)Nc1ccc(S(=O)(=O)Nc2nc3ccccc3nc2N2CCOCC2)cc1
30. O=C(CN1C(=O)CCC1=O)NCC12CC3CC(CC(C3)C1)C2

entry no.,26,27,28,29,30
PLK1 PBD inh,-5%,-21%,.,-5%,-20%
GLP-1R agonist,5%,6%,0%,0%,-5%
D3 ag,-3,-1,2,-2,4
DRD3 antagonist,7,-9,.,-13,19
WRN helicase inh,2%,-7%[57.1 µM],.,-9%,3%
GLP1R inv ag,-5%,-3%,12%,11%,27%
HEK293 tox,-2%,1%,2%,0%,-22%
IL-2 act,-3.2,-0.5,.,-0.1,0.1
PI5P4K alpha inh,4,-3,.,5,0

31. CCOC(=O)C1NN=C(C(=O)c2ccccc2)C1c1ccccc1 (stereo not given)
32. Cc1ccc(CN(Cc2ccco2)C(=S)NCC(=O)O)cc1
33. O=S(=O)(c1ccc(Cl)nc1)N1CCCc2ccccc21
34. COc1ccc(S(=O)(=O)N2CCCC2C(=O)NCC(=O)Nc2cccc(Cl)c2C)cc1 (stereo not given)
35. CCN1CCN(C(c2cccnc2)c2cc(Cl)c3cccnc3c2O)CC1 (stereo not given)

entry no.,31,32,33,34,35
PLK1 PBD inh,-20%,-9%,-2%,-7%,11µM*
GLP-1R agonist,-2%,0%,-4%,6%,?
D3 ag,-1,9,3,-21,-17
DRD3 antagonist,1,6,1,-2,-92*
WRN helicase inh,3%,-4%,-13%,-5%,-4%
GLP1R inv ag,-17%,8%,0%,-2%,-18%
HEK293 tox,18%,1%,4%,17%,-21%
IL-2 act,0.0,-4.2,0.6,3.0,-2.9
PI5P4K alpha inh,0,1,5,1,.

36. O=C(Cn1nnc(-c2ccccc2)n1)Nc1ccc2c(c1)OCO2
37. CC(=O)NCC(=O)NC(C(=O)Nc1ccc2c(c1)OCCO2)c1ccc(C)cc1 (stereo not given)
38. CN(C)CCCN(C(=O)COc1ccccc1)c1nc2cc3c(cc2s1)OCCO3
39. Cc1ccc(NCC(=O)N/N=C/c2cc(O)ccc2[N+](=O)[O-])cc1
40. C=Cn1cc(CNC[C@H]2O[C@@H](n3cnc4c(=O)[nH]c(N)nc43)[C@H](O)[C@@H]2O)c(C)n1

entry no.,36,37,38,39,40
PLK1 PBD inh,-13%,-7%,-6%,-6%,0%
GLP-1R agonist,-22%,7%,22%,9%,-3%
D3 ag,0,-9,1,7,5
DRD3 antagonist,2,-16,4,0,3
WRN helicase inh,-25%,1%,-3%,-7%,-3%
GLP1R inv ag,0%,8%,-11%,-31%,31%[activator]
HEK293 tox,4%,-5%,0%,-22%,0%
IL-2 act,-5.2,1.1,0.0,-0.1,-0.1
PI5P4K alpha inh,-8,-3,0,1,1

41. CCc1nc2oc3ccccc3c(=O)c2c(=O)n1Cc1ccc(OC)cc1
42. CCOc1cc(N2CCOCC2)c(OCC)cc1NC(=O)CN1C(=O)NC(C)(C2CC2)C1=O (stereo not given)
43. CC(=O)OC(C(=O)NCCc1ccccc1)c1cccnc1 (stereo not given)
44. Cc1[nH]c(=O)c(C(=O)c2ccccc2O)cc1C(=O)O
45. COc1ccc(-c2cc(C(F)(F)F)c(C#N)c(=O)[nH]2)cc1
46. Cc1cc(N)cc(C)c1-c1c(Br)cc(N)cc1Br
47. Cc1ccc(-c2cc(C(=O)N/N=C/C(Br)=C/c3ccccc3)n[nH]2)o1
48. Nc1ccc(S(=O)(=O)Nc2cnc3ccccc3n2)cc1

entry no.,41,42,43,44,45,46,47,48
PLK1 PBD inh,-11%,-13%,-8%,-10%,-5%,-3%,?,-7%&4%
GLP-1R agonist,10%,7%,1%,-2%,0%,-2%,11%,8%&15%&0%
D3 ag,0,-4,-3,7,-4,-5,-3,-14&-3&-18
DRD3 antagonist,-6,-9,-19,5,20,-8,-8,0&5
WRN helicase inh,-6%,12%,3%,6%,-3%,-3%,-11%[11.6 µM],0%&-3%
GLP1R inv ag,15%,5%,9%,0%,-19%,?,129%[activator],22%&5%
HEK293 tox,5%,6%,15%,-15%,2%,-41%,?,2%&1%
IL-2 act,-2.4,0.8,-3.1,-1.0,-1.9,-3.3,-0.9,2.5&0.1
PI5P4K alpha inh,.,-2,0,1,-6,5,?,0&2
